MEKK3 PB1 HTS: modulators (inhibitors or enhancers) of MEK5 binding to human MEKK3 PB1 domain | binding response (% of control), % at 10 µM | AID 1529 | bead-based flow cytometry, Alexa488-MEK5 binding to MEKK3; actives lie on both sides; 0 = blocked by unlabeled MEK5, 100 = vehicle | 1.4% of 290,000 active;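 active means binding response more than 3 SD above or below the average of its plate-row segment, actives on both sides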;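 further: Alexa488 bead fluorescence after subtracting the streptavidin-only scavenger bead signal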
IMP-1 inhibitor: inhibitors of Pseudomonas aeruginosa IMP-1 metallo-beta-lactamase | 0.45% of 290,000 active | AID 1556 | purified IMP-1, nitrocefin hydrolysis, epi-absorbance fluorescence | inhibition, % at 5.6 µM;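 active means inhibition above the mean plus 3 SD of all compounds in the same screening run, cut at about 4.5% in these data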;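 further: 0% = IMP-1 with DMSO and 100% = DMSO wells lacking enzyme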
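System: Purified IMP-1 | Read-out basis: Percent enzyme inhibition | Controls: IMP-1 with DMSO as 0%, enzyme-free DMSO as 100% | Replicates: One well per compound | Doses: 5.6 µM nominal single concentration | Detection: Epi-absorbance fluorescence, 480 nm excitation, 530 nm emission | Incubation: 25 °C, 15 min preincubation, 25 min reaction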
VIM-2 inh: inhibitors of Pseudomonas aeruginosa VIM-2 metallo-beta-lactamase | 0.89% of 290,000 active | inhibition, % at 5.6 µM | AID 1527 | purified VIM-2, nitrocefin hydrolysis, epi-absorbance fluorescence;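 active means inhibition above the mean of all tested compounds plus 3 SD, cutoff set per screening run, cut at about 7.5% in these data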;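 further: red hydrolysis product quenches plate fluorescence so inhibitors raise well fluorescence; 0% = enzyme with DMSO and 100% = DMSO without enzyme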
UBC9 SUMO inh: blocks human SUMOylation mediated by UBC9 | HTRF SUMOylation assay, SAE1/SAE2 + UBC9, in vitro | inhibition, % at 35 µM | 0.36% of 290,000 active | AID 2006; in the data active means inhibition above about 50%, passing the limit was not always enough; further: strong numbers were not always called active
PHOSPHO1 block: inhibitors of human PHOSPHO1 phosphatase; recombinant PHOSPHO1, absorbance phosphatase assay; inhibition, % at 13.3 µM; 1.1% of 290,000 active; in the data active means inhibition above about 60%
p-CIP stab down: p/CIP protein destabilization | Q05BA5 | F442A p/CIP-EGFP cells, EGFP fluorescence, 16 h | decrease of EGFP signal, % at 10 µM | 0.01% of 290,000 active;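 active means EGFP signal decrease of at least 30% at 10 µM or well 3 SD below plate mean, unless failing retest; inactive means the rest, including hits failing retest or dose response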; further: some compounds called inactive have numbers as strong as hits; many of its hits are not listed in these tables
Target sequence (Q05BA5 1-1403): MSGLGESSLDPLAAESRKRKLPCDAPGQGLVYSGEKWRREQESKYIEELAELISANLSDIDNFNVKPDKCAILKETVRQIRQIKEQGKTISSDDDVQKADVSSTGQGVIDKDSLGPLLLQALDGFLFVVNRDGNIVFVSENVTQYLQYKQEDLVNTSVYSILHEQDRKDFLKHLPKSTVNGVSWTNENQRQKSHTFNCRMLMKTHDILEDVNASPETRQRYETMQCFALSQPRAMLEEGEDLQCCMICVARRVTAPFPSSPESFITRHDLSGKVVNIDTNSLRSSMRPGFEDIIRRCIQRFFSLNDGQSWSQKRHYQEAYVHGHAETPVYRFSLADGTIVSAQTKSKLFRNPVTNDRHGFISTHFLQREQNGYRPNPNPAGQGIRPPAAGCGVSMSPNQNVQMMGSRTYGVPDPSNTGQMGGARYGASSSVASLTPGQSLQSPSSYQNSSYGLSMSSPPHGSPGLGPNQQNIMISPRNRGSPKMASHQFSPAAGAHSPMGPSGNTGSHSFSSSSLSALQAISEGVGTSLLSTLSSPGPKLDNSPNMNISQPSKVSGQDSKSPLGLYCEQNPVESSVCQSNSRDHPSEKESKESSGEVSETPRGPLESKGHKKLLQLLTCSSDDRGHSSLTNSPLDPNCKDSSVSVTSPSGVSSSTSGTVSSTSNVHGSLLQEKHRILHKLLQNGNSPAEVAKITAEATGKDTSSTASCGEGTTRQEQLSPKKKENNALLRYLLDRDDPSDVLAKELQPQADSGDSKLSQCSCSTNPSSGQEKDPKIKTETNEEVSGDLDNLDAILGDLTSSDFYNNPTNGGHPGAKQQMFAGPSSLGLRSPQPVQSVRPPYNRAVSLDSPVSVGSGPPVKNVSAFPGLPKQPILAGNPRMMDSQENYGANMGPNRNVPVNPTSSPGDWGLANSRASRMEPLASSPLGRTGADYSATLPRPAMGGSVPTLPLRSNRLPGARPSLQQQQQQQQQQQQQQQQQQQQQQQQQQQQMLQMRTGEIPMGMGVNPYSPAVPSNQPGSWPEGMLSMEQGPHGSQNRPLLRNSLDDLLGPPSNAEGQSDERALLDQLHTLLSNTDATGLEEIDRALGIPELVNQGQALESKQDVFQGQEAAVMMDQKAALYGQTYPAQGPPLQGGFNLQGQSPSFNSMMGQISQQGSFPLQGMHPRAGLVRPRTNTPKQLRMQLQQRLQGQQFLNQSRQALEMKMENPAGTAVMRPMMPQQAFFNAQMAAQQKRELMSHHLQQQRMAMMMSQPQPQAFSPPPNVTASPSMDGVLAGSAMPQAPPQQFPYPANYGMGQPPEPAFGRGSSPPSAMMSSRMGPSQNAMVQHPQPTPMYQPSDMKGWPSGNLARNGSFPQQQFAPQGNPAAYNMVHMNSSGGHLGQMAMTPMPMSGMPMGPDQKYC
HCV NS3 hel inh: inhibitors of Hepatitis C virus NS3 helicase | inhibition, % at 10.9 µM | NS3 helicase DNA unwinding, Cy5 molecular beacon fluorescence | 0.56% of 290,000 active;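 active means inhibition above the mean of all tested compounds plus 3 SD, set per campaign, cut at about 35% in these data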;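 further: 0% = DMSO wells and 100% = thioflavine S control wells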
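Material: hepatitis C virus NS3 helicase domain fragment enzyme; measured by: Cy5 fluorescence, 0 and 60 min reads; control set: DMSO and thioflavine S; incubation: 60 min unwinding reaction at 25 °C after ATP addition; read-out basis: % inhibition from 60/0 min fluorescence ratio, DMSO 0%, thioflavine S 100%; repeats: singlicate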
DNA FID counter: displaces DNA intercalator in HCV helicase counter-screen. DNA fluorescent intercalator displacement, fluorescence. inhibition, % at 7.9 µM. 0.17% of 290,000 active. AID 1845; in the data active means inhibition above about 37%;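 further: 0% = vehicle and 100% = reference compound; higher means more ethidium bromide displaced from hairpin DNA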
IDE act: activators of human insulin-degrading enzyme in cells | P14735 | activation, % at 5.96 µM | HEK cells, FAbeta-B cleavage, fluorescence polarization; 0% vehicle, 100% cell-free pure enzyme wells | AID 493087 | 0.073% of 340,000 active;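 active means activation above the mean of all tested compounds plus 3 SD, set per screening campaign, cut at about 17% in these data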
* hit, by the source's call; nt = not tested or not shown. An excerpt; count on the stated rates, not on these rows.

Each structure is followed by: MEKK3 PB1 HTS, IMP-1 inhibitor, VIM-2 inh, UBC9 SUMO inh, PHOSPHO1 block, p-CIP stab down, HCV NS3 hel inh, DNA FID counter, IDE act
CNC(=S)N/N=C/c1ccc(OCC(=O)Nc2c(C)cc(C)cc2C)c(OC)c1
    98, -4.3, -1.6, 6, -20, -13, 3, -32, 6
c1ccc(CNc2ncnc3c2oc2ccccc23)nc1
    102, -3.2, -1.7, 28, 20, 10, -4, -10, -2
CCOC(=O)Cn1c(O)c(N=NC(=O)CNC(=O)Cc2ccccc2)c2ccccc21
    99, -2.6, -0.2, 10, 36, -10, 8, -9, -4
COc1ccc(C(=O)c2c(C)oc3ccc(O)cc23)c(OC)c1
    110, -1.3, -0.6, -2, 10, -5, -7, -16, 3
O=C(Nc1ccccc1C(=O)N1CCN(Cc2ccccc2)CC1)c1ccccc1
    103, -1.5, -1.2, -6, -26, -26, -6, -14, 5
CCCCn1c(N)c(N(CC)C(=O)CN2C(=O)NC(C)(c3ccccc3)C2=O)c(=O)[nH]c1=O (stereo unspecified)
    104, -0.8, 2.0, -2, -1, -20, -4, -21, 0
Cc1ccccc1OCCSc1nnc(C)n1-c1ccccc1
    100, -2.7, -3.0, 0, 13, -3, -8, -31, 3
S=c1[nH]nc(-c2cccs2)n1/N=C/c1cn(-c2ccccc2)nc1-c1cccs1
    90, -3.7, -2.9, -24, -150, -2, -3, -1, nt
Cc1ccc(C)c(N2CCN(C(=O)CSc3ccsc3[N+](=O)[O-])CC2)c1
    102, -1.6, -2.5, 18, -4, -10, 8, 3, 0
Cc1ccccc1OCC1Cc2c(nc(N)c(C#N)c2N)O1 (stereo unspecified)
    102, -1.6, 2.4, 31, 30, 0, -3, -5, 0
CN(CC(=O)Nc1ccc(F)c(F)c1F)C(=O)/C=C/c1ccc(Cl)cc1
    98, -1.9, -2.5, -7, -16, -6, -4, 2, -1
CCOC(=O)c1cc(C)sc1NC(=O)C1CCC1
    99, -2.6, -3.5, -16, 8, 1, -2, -4, 2
CCOc1ccccc1CNC(=O)Cn1c(=O)oc2ccccc21
    103, -3.7, 0.6, 7, 0, -15, -3, -3, 7
Clc1nnc(N2CCCCC2)c2ccccc12
    102, -1.9, -0.6, 18, 19, -20, -5, -14, -1
O=C(CCS(=O)(=O)c1ccc(Br)cc1)N1CCN(c2ccccc2)CC1
    101, -3.5, -1.5, -5, -18, 5, 6, -32, -3

Exported tab-delimited: entries from further up.
Structure	MEKK3 PB1 HTS	IMP-1 inhibitor	VIM-2 inh	UBC9 SUMO inh	PHOSPHO1 block	p-CIP stab down	HCV NS3 hel inh	DNA FID counter	IDE act
CCCCn1c(N)c(N(CC)C(=O)CN2C(=O)NC(C)(c3ccccc3)C2=O)c(=O)[nH]c1=O (stereo unspecified)	104	-0.8	2.0	-2	-1	-20	-4	-21	0
Cc1ccccc1OCCSc1nnc(C)n1-c1ccccc1	100	-2.7	-3.0	0	13	-3	-8	-31	3

Carrying on.
Each structure is followed by: MEKK3 PB1 HTS, IMP-1 inhibitor, VIM-2 inh, UBC9 SUMO inh, PHOSPHO1 block, p-CIP stab down, HCV NS3 hel inh, DNA FID counter, IDE act
COCCNC(=S)N/N=C/c1ccc2c(c1)OCCO2
    94, -1.8, -4.2, -7, 12, -6, -9, -5, 12
O=C(NCc1ccccc1)c1c[nH]c2ccc(F)cc2c1=O
    107, -3.6, -2.4, 26, 26, -4, -7, 2, 4
COc1ccc(OC)c(NC(=O)c2cc(S(=O)(=O)N3CCCCC3)c[nH]2)c1
    101, -0.3, -1.1, 1, 20, -6, -9, -35, 7
CCOC(=O)CCNc1n[nH]c(=O)[nH]c1=O
    101, -2.8, -3.2, -6, 17, -8, 6, 0, 1
Cc1cc(C)nc(/N=c2/ssnc2Cl)c1
    105, -3.9, -4.2, 9, 45, -22, 15, 2, -19
CCOc1ccc(CCNC(=O)c2sc3nc4n(c(=O)c3c2C)CCC4)cc1OCC
    101, -2.2, -5.1, 3, 29, 2, -1, -37, -1
Cc1ccc(NC2=NCCCCC2)cc1
    99, -2.5, -2.4, 9, 9, 6, 1, -2, 4
CCCCOc1ccc(C2(C)NC(=O)NC2=O)cc1 (stereo unspecified)
    101, -0.8, -0.1, 11, 14, -6, -1, -6, -2
CC1(C)CC(=O)C2=C(C1)N(Cc1ccco1)C(=O)C2(NC(=O)c1ccc(Cl)cc1Cl)C(F)(F)F (stereo unspecified)
    107, -0.5, -3.9, -5, 24, -16, 4, -22, 4
Cc1cc(/C=C(\C#N)c2nc3ccccc3[nH]2)c(C)n1C
    108, -2.4, -1.4, 11, 0, -36, 0, 1, 1
Cc1ccc(CNC(=O)C2CC(c3cccc([N+](=O)[O-])c3)=NO2)cc1 (stereo unspecified)
    106, -0.4, 1.1, 24, 18, -21, -10, -3, 0
COc1ccccc1C(=O)n1nc(-c2ccco2)nc1SC
    98, -1.4, -2.4, -5, -8, 17, -8, 2, 7
COc1ccc(/C=N/NC(=O)OC(C)(C)C)cc1OC
    98, -1.2, -1.0, 10, 6, -16, 3, -3, 2
O=C(c1cc(=O)c2ccccc2o1)N1CCN(c2cccc(Cl)c2)CC1
    109, -2.7, -2.6, 5, 8, -8, -9, -30, 0
CC(=O)NC1(C(F)(F)F)C(=O)N(Cc2ccccc2)C2=C1C(=O)CC(C)(C)C2 (stereo unspecified)
    102, -5.5, -3.6, 8, 25, -12, 11, -19, 3

The listing continues.
Each structure is followed by: MEKK3 PB1 HTS, IMP-1 inhibitor, VIM-2 inh, UBC9 SUMO inh, PHOSPHO1 block, p-CIP stab down, HCV NS3 hel inh, DNA FID counter, IDE act
CCCCCN1C(=O)Cn2c(nc3ccccc3c2=O)C1C (stereo unspecified)
    87, -1.3, -0.8, 7, 38, -12, 0, -15, 2
CCc1n[n+](CC(=O)c2ccccc2)c(N)s1
    82, -1.4, 0.2, 23, 8, -7, -4, -2, -1
CC(C)Cc1nc2sc3c(=O)[nH]cnc3c2c2c1CCCC2
    99, -3.5, -2.9, -11, 10, 6, -1, -4, 3
CCOC(=O)c1ccc(NC(=O)Nn2cnnc2)cc1
    104, -2.1, -0.5, 29, -19, 6, -3, -10, 0
O=c1c(Cl)c(N/N=C/c2ccc(Br)cc2)cnn1-c1ccccc1
    nt, -3.4, -2.2, 18, -4, -2, -2, -8, 1
Cn1c(=O)n(C)c2cc(/C=C3/SC(=O)N(CC(=O)N4CCOCC4)C3=O)ccc21
    97, -0.9, 2.2, 8, 14, 2, -4, -6, -2
CN(C)CCNC(=O)c1cc(Sc2ccc(F)cc2)nc2ccccc12
    100, -2.3, -3.2, -13, -29, -9, -21, 26, nt
C=CCSc1nnc(NC(=O)c2ccc(Cl)nc2)s1
    106, 0.3, 1.1, 3, 16, -12, 14, -3, 9
CCc1cc(C(=O)OCC(=O)N2CCC(c3ccccc3)=N2)sc1C
    98, 0.4, 0.2, 1, 14, 11, -4, -37, 1
CCCCOP(=O)(c1ccc(N(C)C)cc1)C(O)c1ccncc1 (stereo unspecified)
    97, -2.4, 0.2, 16, 9, -6, -6, -9, 0
CC(=O)Nc1ccc(N2C(=O)CC(Sc3nc(C)cc(C)n3)C2=O)cc1 (stereo unspecified)
    105, -2.2, -2.9, -10, 27, 5, -3, -4, 5
N#CC1=C(N)Oc2n[nH]c(-c3ccncc3)c2C1c1ccsc1 (stereo unspecified)
    86, -4.4, -0.8, 0, 14, -2, 8, 3, 9
COc1ccc(CN2CCN(C(=O)CC(C)C)CC2)cc1OC
    104, -0.4, -0.4, -7, -9, -5, -1, 5, 2
O=C(NCc1ccccc1)c1ccc(NC2=NC3CS(=O)(=O)CC3S2)cc1 (stereo unspecified)
    103, -4.3, -0.9, -5, -21, -2, -1, -3, -6
Cc1cc(Nc2nc3ccccc3nc2Cl)n(-c2ccc([N+](=O)[O-])cc2)n1
    100, 2.6, 0.8, -8, -2, -1, 0, 4, 4

(continued)
Each structure is followed by: MEKK3 PB1 HTS, IMP-1 inhibitor, VIM-2 inh, UBC9 SUMO inh, PHOSPHO1 block, p-CIP stab down, HCV NS3 hel inh, DNA FID counter, IDE act
CCOC(=O)N1CCN(c2ncc(C(F)(F)F)cc2Cl)CC1
    nt, -1.8, -1.3, 0, 24, -1, 15, -3, 2
COCCN(Cc1cc2cc(C)ccc2[nH]c1=O)S(=O)(=O)c1ccc(Cl)cc1
    96, -0.2, -3.5, 0, 20, -16, -16, -31, -7
Nc1ccc2c(c1Cl)C(=O)c1ccc(N)c(Cl)c1C2=O
    91, -1.4, 1.1, 31, 32, 0, 2, 4, 2
Cc1ccc(CSc2nnc(CCNC(=O)OC(C)(C)C)o2)cc1
    97, -2.6, -3.6, 9, 22, -5, 2, -36, 3
COc1cc2c(cc1OC)C(C(=O)NCc1ccco1)C1c3ccccc3CCN1C2=O (stereo unspecified)
    105, -3.4, -2.1, 23, 18, -15, -2, -20, 3
CC(=O)c1c(C(C)=O)c(C)n(Cc2ccccc2)c1C
    72, -1.9, -2.4, 6, -16, -18, 4, -2, 4
CCN(CC)CCCNS(=O)(=O)c1ccc(OC)cc1
    104, -2.0, -3.1, -7, 0, -16, -2, 5, 9
COc1cc(C2C(C#N)=C(N)Oc3cc(C)n(CCc4ccccc4)c(=O)c32)cc2c1OCO2 (stereo unspecified)
    97, -2.4, -1.9, 1, 10, -1, 13, -8, 3

Structures above with two or more sulfur atoms (5):
Each structure is followed by: MEKK3 PB1 HTS, IMP-1 inhibitor, VIM-2 inh, UBC9 SUMO inh, PHOSPHO1 block, p-CIP stab down, HCV NS3 hel inh, DNA FID counter, IDE act
S=c1[nH]nc(-c2cccs2)n1/N=C/c1cn(-c2ccccc2)nc1-c1cccs1
    90, -3.7, -2.9, -24, -150, -2, -3, -1, nt
Cc1ccc(C)c(N2CCN(C(=O)CSc3ccsc3[N+](=O)[O-])CC2)c1
    102, -1.6, -2.5, 18, -4, -10, 8, 3, 0
Cc1cc(C)nc(/N=c2/ssnc2Cl)c1
    105, -3.9, -4.2, 9, 45, -22, 15, 2, -19
C=CCSc1nnc(NC(=O)c2ccc(Cl)nc2)s1
    106, 0.3, 1.1, 3, 16, -12, 14, -3, 9
O=C(NCc1ccccc1)c1ccc(NC2=NC3CS(=O)(=O)CC3S2)cc1 (stereo unspecified)
    103, -4.3, -0.9, -5, -21, -2, -1, -3, -6

Compound activity deposited in PubChem by several laboratories.
